# High-throughput results deposited in PubChem by The Scripps Research Institute Molecular Screening Center.
# FBW7 activator: FBW7 E3 ligase activators, primary screen, biochemical, AlphaScreen, human; F-box/WD repeat-containing protein 7 (Homo sapiens), Q969H0; AlphaScreen FBW7–phospho-cyclin E peptide binding, activator screen; normalized activity (activation), % at 26.1 µM; hit rate 0.13% among 650,000; AID 1259310, 2017; in the data active = normalized activity above about 1.9%;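 also: purified mutant Fbw7 with reduced substrate affinity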
# MITF inh: MITF inhibitors, primary screen, biochemical, AlphaScreen, human; hit rate 0.91% among 650,000; Microphthalmia-associated transcription factor (Homo sapiens), O75030; inhibition, % at 2.6 µM; AlphaScreen MITF homodimerization, bead proximity signal; AID 1259374, 2018; in the data active = inhibition above about 50%;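 also: 0% = vehicle wells with protein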
# Target sequence (O75030 whole entry, looked up): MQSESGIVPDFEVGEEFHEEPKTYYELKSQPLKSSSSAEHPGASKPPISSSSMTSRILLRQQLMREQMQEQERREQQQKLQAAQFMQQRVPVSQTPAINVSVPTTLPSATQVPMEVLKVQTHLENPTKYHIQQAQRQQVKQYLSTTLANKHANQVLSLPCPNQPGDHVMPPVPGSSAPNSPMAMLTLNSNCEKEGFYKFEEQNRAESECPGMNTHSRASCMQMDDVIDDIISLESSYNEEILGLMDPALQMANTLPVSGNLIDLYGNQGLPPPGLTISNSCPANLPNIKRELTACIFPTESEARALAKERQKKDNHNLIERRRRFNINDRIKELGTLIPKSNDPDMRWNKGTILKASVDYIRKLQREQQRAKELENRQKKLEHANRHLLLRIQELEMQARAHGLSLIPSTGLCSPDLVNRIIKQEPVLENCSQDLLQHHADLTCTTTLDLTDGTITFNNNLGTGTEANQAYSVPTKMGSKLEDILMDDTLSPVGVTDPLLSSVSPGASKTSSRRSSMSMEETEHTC
# GPR151 ag: activators of human GPR151, primary screen, cell-based, PathHunter beta-arrestin, luminescence; G-protein coupled receptor 151 (Homo sapiens), Q8TDV0; PathHunter beta-arrestin GPR151 cells; activation, % at 11.2 µM; hit rate 1% among 650,000; in the data active = activation above about 4.9%;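 also: 0% = median of compound wells and 100% = cells with positive control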
# Target sequence (Q8TDV0 whole entry, looked up): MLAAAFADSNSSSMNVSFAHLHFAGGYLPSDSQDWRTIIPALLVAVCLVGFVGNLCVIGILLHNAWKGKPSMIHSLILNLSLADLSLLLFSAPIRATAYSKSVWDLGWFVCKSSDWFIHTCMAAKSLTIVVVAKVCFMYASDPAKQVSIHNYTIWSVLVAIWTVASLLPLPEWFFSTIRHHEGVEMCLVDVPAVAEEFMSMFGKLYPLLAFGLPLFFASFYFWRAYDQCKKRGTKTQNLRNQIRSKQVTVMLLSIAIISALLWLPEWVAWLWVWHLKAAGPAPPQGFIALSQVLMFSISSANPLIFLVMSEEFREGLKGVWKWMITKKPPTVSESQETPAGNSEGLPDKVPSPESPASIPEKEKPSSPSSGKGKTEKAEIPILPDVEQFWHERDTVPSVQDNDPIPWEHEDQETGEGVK
# TEAD-YAP inh: TEAD-YAP interaction inhibition, primary screen, TEAD-YAP interaction inhibitor project, luminescence, HEK-TIYL cells. AID 1259422, 2018. hit rate 1.4% among 640,000. inhibition, % at 9.12 µM. TEAD-Gal4/YAP UAS-luciferase luminescence; in the data active = inhibition above about 32%;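 also: 0% = median of test compound wells and 100% = reference inhibitor wells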
# * marks the source's active call; other numbers are inactive results; · = no result given. An unsorted share of the library. About 3.4% of those tested had a hit in this group.
SMILES,FBW7 activator,MITF inh,GPR151 ag,TEAD-YAP inh
O=C(NC1CCCC1)C(c1ccncc1)N(C(=O)c1csnn1)c1cccc(Cl)c1 (configuration not stated),-0.1,3.4,0.3,-9.2
CCOc1ccccc1NC(=O)CCS(=O)(=O)c1ccc(C)cc1,0.0,7.7,0.3,5.0
CC(=O)Nc1cccc(-c2csc(Nc3ccc(C)cn3)n2)c1,-0.2,4.6,-0.4,-41.0
CC1CCN(c2c(NCC3CCC(C(=O)Nc4cccc(Cl)c4)CC3)c(=O)c2=O)CC1 (configuration not stated),0.4,4.4,3.6,3.2
Cc1nn(C)cc1CNC(=O)CC1C(=O)NCCN1Cc1ccc(-c2ccccc2)cc1 (configuration not stated),-0.1,2.4,1.0,2.9
NC1=NC(=O)/C(=C/c2cn(CCC(=O)O)nc2-c2ccc(F)cc2)S1,0.0,6.6,0.5,6.8
COc1ccc(-c2nnnn2C2CC(=O)C3OCC2O3)cc1 (configuration not stated),0.0,7.1,-0.7,-3.9
CC(Oc1ccccc1)C(=O)Nc1c2c(nn1CC(=O)NCc1ccccc1)CSC2 (configuration not stated),0.0,10.0,0.6,13.8
O=C(Nc1ccc2oc(-c3ccc(Cl)cc3)nc2c1)c1ccc([N+](=O)[O-])o1,0.0,1.5,-0.8,6.7
CC1=C([N+](=O)[O-])C(c2ccccc2)NC(=O)N1 (configuration not stated),-0.1,-4.2,0.3,3.6
CCCCC(CC)Cn1c(=S)[nH]c2ncccc2c1=O (configuration not stated),0.0,-7.9,0.9,-5.2
CCCC(C)C(=O)Nc1ccc(S(N)(=O)=O)cc1 (configuration not stated),0.3,-8.5,-1.7,-11.7
COc1cc(C2C(C#N)=C(N)OC3=C2C(=O)CC(C)(C)C3)cc(OC)c1OC(C)=O (configuration not stated),0.6,4.5,-1.0,-0.1
Cc1ccc(NC(=O)C2CC(=O)NC(=Nc3ccc(Cl)c(Cl)c3)S2)cc1Cl (configuration not stated),0.1,-8.0,2.1,4.5
CCOC(=O)c1c(NC(=O)/C=C\C(=O)O)sc(C)c1-c1ccccc1,0.0,6.2,1.2,19.1
COC(=O)c1ccccc1NC(=O)C(C)n1c2ccccc2c2nc(=O)cc(C)n21 (configuration not stated),0.1,6.3,-0.2,2.1
COc1ccc(N(CC(=O)Nc2cccc([N+](=O)[O-])c2C)S(C)(=O)=O)cc1OC,-0.1,12.5,0.6,5.0
CCOC(=O)N1CCN(C(=O)c2cc(S(=O)(=O)N3CCOCC3)ccc2OC)CC1,-0.1,-4.6,0.7,1.9
Cc1cc(S(=O)(=O)Nc2c(C)nc3nc[nH]n3c2=O)ccc1F,0.4,7.9,-1.9,-0.4
Cc1ccc(C)c(NC(=O)C(=O)N/N=C/c2cc([N+](=O)[O-])ccc2O)c1,-0.3,2.2,0.9,13.7
CNC(=S)N(CCc1ccc(S(N)(=O)=O)cc1)C1CC(=O)N(c2ccccc2)C1=O (configuration not stated),0.8,14.4,-0.2,12.8
Clc1cccc(-c2nnc(CN3CCN(c4ccccn4)CC3)o2)c1,0.1,-6.3,-0.6,4.8
Cc1cc(C)c(S(=O)(=O)NCCc2csc(-c3cccnc3)n2)cc1C,0.1,4.2,-0.1,-11.0
CCC(C)(C)NC(=O)CN(C(=O)CCC(=O)Nc1ccccn1)C1CCCCC1,-0.1,1.4,-0.7,0.7
COc1ccc(CCN(Cc2ccccn2)C(=S)Nc2ccc(Cl)cc2)cc1OC,-0.1,7.6,0.2,13.5
CC(=O)Nc1ccc(NC(=S)NC(=O)/C=C/c2cccc([N+](=O)[O-])c2)cc1,0.4,5.2,-0.3,15.1
CC(C(=O)N1CCC2(CC1)NC(=O)c1ccccc1N2)c1ccccc1 (configuration not stated),0.0,-8.5,0.8,-14.9
COC(=O)c1cccc(C(=O)Nc2cccc(F)c2)n1,0.1,6.5,-1.2,4.4
CCOC(=O)C1=C(c2ccccc2)NC(=S)NC1c1cccc(Oc2ccccc2)c1 (configuration not stated),0.1,0.7,-1.8,6.9
COc1ccc(OC)c(C2NC(=S)NC(C)=C2C(=O)Nc2ccccc2)c1 (configuration not stated),0.1,13.3,0.4,5.5
Cc1nc(C(F)(F)F)nc(Nc2ccccc2)c1C#N,0.1,-0.8,-0.4,-9.6
OCC1CCCN1c1nc2ncnc(NCCN3CCOCC3)c2[nH]1 (configuration not stated),0.2,4.5,-1.0,-1.7
CC12Oc3ccccc3C(NC(=S)N1c1ccc(F)cc1)C2C(=O)Nc1ccc(Cl)cc1 (configuration not stated),0.0,-6.3,0.1,9.8
COc1ccc2cc(C(N)=O)c(=Nc3ccc(C(C)=O)cc3)oc2c1,0.0,-7.0,-0.6,1.7
CS(=O)(=O)C1Cc2ccccc2CN1C(=O)Nc1cccc(C(F)(F)F)c1 (configuration not stated),0.6,8.2,-1.2,2.9
FC(F)(F)c1cccc(-c2cc(Nc3ncccn3)nc(-c3ccncc3)n2)c1,0.1,9.6,2.6,8.0
O=S(=O)(NCC1(c2cccs2)CC1)c1cccs1,-0.1,-3.0,1.6,-2.9
COc1ccc(N2C(=O)CC(N3CCC(C(O)(c4ccccc4)c4ccccc4)CC3)C2=O)cc1 (configuration not stated),0.1,12.6,0.9,5.2
COc1ccccc1NC(=O)C1=C(C)NC(SCC(=O)c2ccccc2)=C(C#N)C1c1ccco1 (configuration not stated),-0.1,28.8,0.1,-5.2
COc1cc(/C=C2\C(=O)N(c3ccc(S(N)(=O)=O)cc3)N=C2C)cc(Cl)c1OCc1ccccc1,-0.4,-0.3,-0.1,-6.6
Cc1c(C(=O)Nc2ccc3c(c2)OCCO3)sc2nc[nH]c(=O)c12,-0.1,5.4,-2.1,-3.1
O=C(Nc1ccccc1Cl)C1(c2cccs2)CCCC1,0.6,-5.3,-0.2,-5.7
CCOC(=O)c1ccccc1NC(=O)c1cc([N+](=O)[O-])cc([N+](=O)[O-])c1,-0.1,5.2,2.3,6.2
COCC(=O)Nc1cc(C(=O)N2CCCC2)cn(C)c1=O,0.0,-15.7,-0.5,7.7
Cc1cc(=O)n(C)c(=O)n1CCCNc1ccccc1,-0.1,39.2,1.3,-2.8
CC(=O)Nc1ccc(NC(=O)c2nc3c(nnn3Cc3ccc(F)cc3)c(=O)[nH]2)cc1,0.1,11.8,-1.8,12.9
Cc1nn2c(NCCCn3ccnc3)c3c(nc2c1-c1cccs1)CCC3,-0.2,-5.5,-0.8,-5.2
CCCCCC/C=C\CCCCCCCc1cccc(O)c1C(=O)O,-0.2,-1.8,2.3,-13.2
COc1ccc(C2CC(=O)C(C=NC3CCCC3)=C(O)C2)cc1 (configuration not stated),0.1,2.6,-0.1,-6.5
Cc1ccc(Nc2nc(=O)[nH]nc2C)cc1,0.1,6.5,3.0,-2.8
COc1cc([N+](=O)[O-])cc(C=Nc2ccc3[nH]ncc3c2)c1O,-0.3,2.6,1.7,-9.8
CN(C)c1ccc(Nc2nc3ccccc3nc2NS(=O)(=O)c2cccs2)cc1,0.1,-5.8,0.5,-5.3
O=C(c1ccc(N2CCN(c3ccccc3)CC2)c([N+](=O)[O-])c1)N1CCOCC1,-0.2,3.6,0.0,5.3
CC1(C)NC(=O)N(CCCOc2cccc(Oc3ccccc3)c2)C1=O,-0.1,0.5,-1.5,8.0
O=C1C(=O)N(Cc2ccccc2)c2ccc(S(=O)(=O)N3CCOCC3)cc21,-0.2,-1.2,-0.3,4.6
CCN(CC)S(=O)(=O)c1ccc(C(=O)Oc2ccc(C)cc2)cc1,-0.1,-2.5,0.4,5.0
O=C1OC(c2cccc3ccccc23)=N/C1=C/c1ccccc1C(F)(F)F,0.1,14.2,0.1,-0.3
CCCOc1ccc(N/C=C/C(=O)C(C)(C)C)cc1,0.5,-11.8,-0.3,0.5
CC(C)=NO[C@@H](C)CN1CCCc2nc(C)c(C)cc21,0.5,-3.0,0.1,·
O=C1CC(c2cccc3ccccc23)C2=C(CCCC2=O)N1 (configuration not stated),0.0,3.3,-0.5,-1.2
# More results
SMILES,FBW7 activator,MITF inh,GPR151 ag,TEAD-YAP inh
CCN(CC)S(=O)(=O)c1ccc(N2C(=O)Nc3ccccc3N2O)cc1,0.2,-0.9,0.3,7.5
O=c1c2ccccc2nc(-c2ccccc2F)n1NCc1cccc([N+](=O)[O-])c1O,0.7,-5.7,1.3,4.9
Cc1ccc(CN2CCN(CC(=O)NCCC(C)C)C2=O)cc1,0.1,2.6,-1.1,-1.9
CC(C)C(=O)NC(Nc1ccc([N+](=O)[O-])cc1)C(Cl)(Cl)Cl (configuration not stated),0.2,3.1,1.7,23.5
Cc1cccc(NC(=O)C2CCCN2C(=O)OC(C)(C)C)c1C (configuration not stated),0.4,9.0,-0.3,6.7
Cc1ccccc1NC(=O)c1ccccc1-c1ccccc1C(=O)O,0.1,2.5,-1.7,4.0
O=C(NCc1cccnc1)C1CC2c3ccccc3C1c1ccccc12 (configuration not stated),0.4,-5.2,-0.6,9.5
COc1cccc(CNC(=O)c2nn(CCN(C)C)c3cc(-c4ccncc4)ccc23)c1,-0.1,-7.2,0.6,-13.4
CCOc1ccc(Cl)cc1/C=C1\NC(=O)N(CC(=O)Nc2ccccc2C)C1=O,-0.1,-3.6,-0.2,2.1
O=C(NCCCN1CCCC1=O)C1CCN(C(=O)Nc2ccccc2)CC1,-0.1,-1.5,0.4,-0.1
CCC(C(=O)O)N1C(=O)/C(=C/c2ccc(OC)cc2OC)SC1=S (configuration not stated),-0.1,8.7,0.8,-5.4
Cc1ccc(CNc2ncnc3c2c(-c2ccccc2)cn3-c2ccc(F)cc2)cc1,-0.2,5.4,1.1,5.3
O=CN1CCN(Cc2cc(F)ccc2F)CC1,-0.1,7.3,0.6,-6.2
Brc1ccc2nc(CSc3nnc4ccccn34)cn2c1,-0.1,-3.3,-3.2,-61.2
COC(=O)c1c(NC2=NS(=O)(=O)c3ccccc32)sc(C)c1C,0.1,-0.9,-0.8,4.5
CCCn1c2c(c(O)c(C(=O)Nc3ccccc3OC)c1=O)CCCC2,0.0,2.0,1.8,-0.1
O=C(OCc1cccc([N+](=O)[O-])c1)c1cccnc1,0.1,-4.0,1.6,-3.6
CN1CCN(CCNC(=O)Cn2cc3c(n2)CCCCC3)CC1,0.2,6.2,0.0,4.4
O=C(CSc1nc2cc(C(=O)NCC3CCCO3)ccc2c(=O)n1CC1CCCO1)Nc1nccs1 (configuration not stated),0.0,8.8,-1.0,4.1
CCC1(C)CC(CCN(Cc2ccco2)C(C)=O)(c2ccccc2)CCO1 (configuration not stated),-0.3,3.8,-0.7,9.9
CN(Cc1ccco1)C(=O)CCNS(=O)(=O)c1ccc2[nH]c(=O)ccc2c1,0.1,1.8,0.5,8.5
CCOC(=O)C(CC)n1cnc2c(nnn2-c2cccc(Cl)c2)c1=O (configuration not stated),-0.1,16.0,1.8,7.4
CN1CC(C(=O)Nc2ccc(-c3cn[nH]c3)cc2)Cc2ccccc21 (configuration not stated),0.0,9.0,-0.2,-29.2
O=[N+]([O-])c1cccc(/C=C/c2nc(C=Nc3ccccc3Cl)c(O)o2)c1,1.0,9.5,-0.5,-5.8
COc1ccc2nc(NC(=O)CSc3nncn3C)sc2c1,0.1,11.4,3.6,-42.8
O=C(Cn1cc([N+](=O)[O-])cn1)Nc1ccc(-c2noc(-c3ccco3)n2)cc1,-0.3,8.0,1.4,-37.0
Cc1cc(S(=O)(=O)N2CCN(CCC(=O)O)CC2)ccc1Br,-0.3,53.6*,-0.5,-0.8

# Grouped by structure: the compounds so far with a nitro group on carbon
SMILES,FBW7 activator,MITF inh,GPR151 ag,TEAD-YAP inh
O=C(Nc1ccc2oc(-c3ccc(Cl)cc3)nc2c1)c1ccc([N+](=O)[O-])o1,0.0,1.5,-0.8,6.7
CC1=C([N+](=O)[O-])C(c2ccccc2)NC(=O)N1 (configuration not stated),-0.1,-4.2,0.3,3.6
COc1ccc(N(CC(=O)Nc2cccc([N+](=O)[O-])c2C)S(C)(=O)=O)cc1OC,-0.1,12.5,0.6,5.0
Cc1ccc(C)c(NC(=O)C(=O)N/N=C/c2cc([N+](=O)[O-])ccc2O)c1,-0.3,2.2,0.9,13.7
CC(=O)Nc1ccc(NC(=S)NC(=O)/C=C/c2cccc([N+](=O)[O-])c2)cc1,0.4,5.2,-0.3,15.1
CCOC(=O)c1ccccc1NC(=O)c1cc([N+](=O)[O-])cc([N+](=O)[O-])c1,-0.1,5.2,2.3,6.2
COc1cc([N+](=O)[O-])cc(C=Nc2ccc3[nH]ncc3c2)c1O,-0.3,2.6,1.7,-9.8
O=C(c1ccc(N2CCN(c3ccccc3)CC2)c([N+](=O)[O-])c1)N1CCOCC1,-0.2,3.6,0.0,5.3
O=c1c2ccccc2nc(-c2ccccc2F)n1NCc1cccc([N+](=O)[O-])c1O,0.7,-5.7,1.3,4.9
CC(C)C(=O)NC(Nc1ccc([N+](=O)[O-])cc1)C(Cl)(Cl)Cl (configuration not stated),0.2,3.1,1.7,23.5
O=C(OCc1cccc([N+](=O)[O-])c1)c1cccnc1,0.1,-4.0,1.6,-3.6
O=[N+]([O-])c1cccc(/C=C/c2nc(C=Nc3ccccc3Cl)c(O)o2)c1,1.0,9.5,-0.5,-5.8
O=C(Cn1cc([N+](=O)[O-])cn1)Nc1ccc(-c2noc(-c3ccco3)n2)cc1,-0.3,8.0,1.4,-37.0
